# Assay outcomes: PubChem BioAssay, several laboratories
# Neddyl block: inhibitors of cullin neddylation, primary screen, biochemical, TR-FRET, uHTS, NAE and Ubc12; hit rate 0.58% among 360,000; calls only at 25 µM; NEDD8-conjugating enzyme Ubc12 (Homo sapiens) + NEDD8-activating enzyme E1 regulatory …; in the data active = inhibition above about 36%
# E coli Lon inh: inhibitors of E. coli Lon protease, primary screen, biochemical, fluorescence polarization | hit rate 0.42% among 360,000 | inhibition, % at 7.94 µM | purified E. coli Lon protease | P0A9M0; in the data active = inhibition above about 13%, passing the limit was not always enough;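 note: 0% = enzyme with probe and DMSO and 100% = no enzyme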
# Rin1-Abl PPI inh: inhibitors of Rin1-Abl protein binding, primary screen, biochemical, TR-FRET | inhibition, % at 7.35 µM | AID 588664, 2011 | hit rate 0.4% among 360,000; in the data active = inhibition above about 5%, passing the limit was not always enough
# TbMetRS inhib: T. brucei MetRS inhibitors, primary screen, biochemical, luminescence. methionyl-tRNA synthetase (Trypanosoma brucei brucei). purified T. brucei MetRS, ATP depletion, Kinase-Glo luminescence. inhibition, % at 11.9 µM. hit rate 0.4% among 360,000. AID 624268, 2012;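 active = inhibition above a per-plate cutoff of the control wells' mean inhibition plus 3 SD, cut at about 5.5% in these data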;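 note: 0% = DMSO wells median and 100% = median of wells with control inhibitor compound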
#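 Dosing: 11.9 µM single point; system: parasite MetRS enzyme; technique: luminescence of leftover ATP; times: 15 min enzyme-compound preincubation, 2 h reaction, 10 min detection, 25 °C; replicates: each compound tested once; read-out basis: percent inhibition relative to median high and low control wells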
# CSN inh: inhibitors of CSN-mediated cullin deneddylation, primary screen, biochemical, fluorescence polarization, uHTS | COP9 signalosome complex subunit 5 (Homo sapiens), Q92905 | Purified CSN, SCF-Nedd8-OG deneddylation | inhibition, % at 12.5 µM | hit rate 0.38% among 360,000;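 active = pattern-corrected inhibition above about 35%, with an unprinted fluorescence ratio check between 0.5 and 1.5, limit read from the data, passing the limit was not always enough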;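 note: 0% = enzyme with substrate and 100% = substrate without enzyme; some results filed as inactive read as strong as hits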
# Target sequence (Q92905 whole entry, looked up, one chain of several): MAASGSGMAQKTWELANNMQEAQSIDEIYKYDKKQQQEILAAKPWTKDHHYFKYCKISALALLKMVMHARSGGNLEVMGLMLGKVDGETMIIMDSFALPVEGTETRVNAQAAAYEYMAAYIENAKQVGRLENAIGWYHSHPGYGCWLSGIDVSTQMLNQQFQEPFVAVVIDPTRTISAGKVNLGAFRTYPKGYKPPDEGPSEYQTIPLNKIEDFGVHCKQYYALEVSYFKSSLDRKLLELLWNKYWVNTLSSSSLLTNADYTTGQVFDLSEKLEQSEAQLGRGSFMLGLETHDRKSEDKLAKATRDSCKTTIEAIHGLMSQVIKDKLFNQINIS
#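 Assay system: purified human Csn5 enzyme expressed in HEK293T cells; measure: % inhibition; also added: SCFSkp2-Nedd8OG substrate at 10 nM final; technique: fluorescence polarization; times: reaction 90 min, room temperature; medium: Tris buffer pH 7.5, NaCl, DTT, Tween-20, trehalose, ovalbumin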
# FAS-TE inh: FAS thioesterase domain inhibitors, primary screen, biochemical, fluorescence intensity, uHTS; recombinant FAS-TE, OMFH fluorogenic substrate, fluorescence endpoint; hit rate 0.67% among 360,000; inhibition, % at 15 µM; Fatty acid synthase (Homo sapiens), P49327;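 active = compounds whose normalised, plate-corrected inhibition of enzyme fluorescence in the single-dose primary screen is 50% or more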;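 note: 0% = DMSO with enzyme and 100% = substrate without enzyme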
# bovine MsrA act: bovine MsrA enzyme activators, primary screen, biochemical, absorbance, HTS; Methionine sulfoxide reductase A (Bos taurus); hit rate 0.3% among 360,000; activation, % at 10.6 µM; purified bovine MsrA, absorbance read-out; in the data active = activation above about 7.5%;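 note: 0% = vehicle and 100% = reference activator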
# PABP1 MLLE inh: inhibitors of PABP1 MLLE–PAM2 peptide binding, primary screen, biochemical, fluorescence polarization, FITC-PAM2, GST-MLLE | Polyadenylate-binding protein 1 (Homo sapiens), P11940 | inhibition, % at 20 µM | hit rate 0.36% among 360,000 | AID 588489, 2011; in the data active = inhibition above about 35%, passing the limit was not always enough;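 note: plate controls were DMSO wells with GST-MLLE for no effect and wells lacking GST-MLLE protein for full effect; some results filed as inactive read as strong as hits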
# Target sequence (P11940 whole entry, looked up): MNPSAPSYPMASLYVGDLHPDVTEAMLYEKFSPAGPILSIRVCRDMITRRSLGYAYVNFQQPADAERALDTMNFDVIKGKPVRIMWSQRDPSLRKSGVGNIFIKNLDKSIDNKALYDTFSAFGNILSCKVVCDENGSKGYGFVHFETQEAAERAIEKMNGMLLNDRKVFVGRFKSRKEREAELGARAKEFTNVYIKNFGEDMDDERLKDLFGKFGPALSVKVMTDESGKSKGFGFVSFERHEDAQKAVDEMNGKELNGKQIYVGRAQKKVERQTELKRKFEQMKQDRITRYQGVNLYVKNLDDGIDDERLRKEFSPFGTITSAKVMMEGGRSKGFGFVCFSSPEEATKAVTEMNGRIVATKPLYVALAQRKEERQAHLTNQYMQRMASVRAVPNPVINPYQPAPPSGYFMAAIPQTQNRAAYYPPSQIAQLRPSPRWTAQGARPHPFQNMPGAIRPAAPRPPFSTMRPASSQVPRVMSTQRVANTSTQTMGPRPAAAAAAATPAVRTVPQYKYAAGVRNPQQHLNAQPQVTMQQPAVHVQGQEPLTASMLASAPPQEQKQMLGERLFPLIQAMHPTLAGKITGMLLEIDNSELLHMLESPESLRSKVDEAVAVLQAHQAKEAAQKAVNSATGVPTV
# MsrA inh: bovine MsrA enzyme inhibitors, primary screen, biochemical, absorbance, HTS | Methionine sulfoxide reductase A (Bos taurus) | purified bovine MsrA, absorbance read-out | inhibition, % at 15.5 µM | hit rate 0.75% among 360,000 | AID 651718, 2012; in the data active = inhibition above about 4.5%;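 note: 0% = vehicle wells with enzyme and 100% = reference inhibitor wells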
# * hit, by the source's call; i = inactive; . = no result given. Rows were taken by chance (roughly 4% active in at least one column).
mol	Neddyl block	E coli Lon inh	Rin1-Abl PPI inh	TbMetRS inhib	CSN inh	FAS-TE inh	bovine MsrA act	PABP1 MLLE inh	MsrA inh
CCOc1ccccc1Nc1nc(N)nc(CN(C)C2CCCCC2)n1	i	7	-2	0.0	4	-7	-4	-19	0.2
Cc1[nH]c2ccccc2c1C(=O)c1cc([C@H](NC(=O)OC(C)(C)C)C(C)C)sc1N	i	.	.	3.0	-2	.	.	.	0.7
Cc1cc(C)nc(N/N=C/c2c(CO)cnc(C)c2O)n1	i	2	-5	-0.4	-1	-6	-4	-33	1.8
CC(=O)c1ccc(OCCCCOc2ccc(C(C)=O)cc2)cc1	i	0	0	-1.3	-4	-4	-3	0	0.8
Cc1nnc(SCC(=O)NNC(=O)c2ccc(F)cc2)n1Cc1ccccc1	i	-7	5	-0.4	2	-5	-2	-10	0.3
Cc1nnc(SCC(=O)NCCN2C(=O)CSC2=O)s1	i	-16	8	-0.9	3	-6	3	6	1.6
Cc1cc([N+](=O)[O-])cnc1Sc1nccn1C	i	10	-3	-0.5	1	4	-3	-1	1.3
Cc1cccc(OCC(=O)N2CCCc3ccccc32)c1	i	-7	-1	-0.1	-5	-2	3	-3	-0.1
O=C(COc1ccccc1F)N1CCCc2ccccc21	i	1	-2	-1.5	1	-2	-4	-1	1.3
CCOC(=O)N1CCC(NC(=O)Cn2cccc2C(=O)c2ccccc2C)CC1	i	-2	2	0.2	-3	0	2	-4	-0.2
Cc1cc2c(nn1)CCc1nonc1-2	i	-4	-6	-0.5	-1	-6	2	2	.
O=C(c1cccs1)N(Cc1cc2ccccc2[nH]c1=O)CC1CCCO1 (stereo not drawn)	i	-3	-2	-0.3	0	1	-3	-2	1.4
CC1=C(C(N)=O)C(c2ccc(Cl)c(Cl)c2)n2ncnc2N1 (stereo not drawn)	i	0	2	-0.4	-2	-3	7.9*	3	0.5
CC(C)(C)C(=O)C(Oc1cccc2nonc12)n1cncn1 (stereo not drawn)	i	7	4	-0.4	-4	-13	-8	5	1.0
O=C(Nc1cccc2c1CCCC2)c1cc([N+](=O)[O-])ccc1Cl	i	-1	-4	-0.9	-1	42	4	20	1.4

# Next section; it opens with the 2 that closed the last part.
mol	Neddyl block	E coli Lon inh	Rin1-Abl PPI inh	TbMetRS inhib	CSN inh	FAS-TE inh	bovine MsrA act	PABP1 MLLE inh	MsrA inh
CC(C)(C)C(=O)C(Oc1cccc2nonc12)n1cncn1 (stereo not drawn)	i	7	4	-0.4	-4	-13	-8	5	1.0
O=C(Nc1cccc2c1CCCC2)c1cc([N+](=O)[O-])ccc1Cl	i	-1	-4	-0.9	-1	42	4	20	1.4
CC1(c2nnc(-c3ccccc3)o2)CC(c2ccccc2)=NO1 (stereo not drawn)	i	-17	0	-0.1	0	-1	0	-5	-0.7
Cc1ccc(Cn2nnc3c(=O)[nH]c(C4CCCN(S(=O)(=O)c5ccccc5F)C4)nc32)cc1 (stereo not drawn)	i	1	3	-0.8	1	13	-3	-4	-0.4
Cc1noc(C)c1-c1ccc(C(=O)N2CCN(C)CC2)c2occc12	i	-6	3	-0.2	6	-7	0	15	-1.2
CN(C)C(CNC(=O)c1cccc(S(=O)(=O)N2CCc3ccccc3C2)c1)c1ccccc1 (stereo not drawn)	i	6	3	-0.2	1	-3	-1	-3	0.1
Cn1c(=O)c2sccc2n(Cc2ccccc2)c1=O	i	-1	2	0.2	5	1	-1	5	0.5
CCOC(=O)Cn1c(=O)n(Cc2ccc(OC)cc2)c(=O)c2cccnc21	i	12	4	-1.0	-3	3	-5	3	0.9
Cc1cccc(C(=O)O[C@@H]2[C@H](Cc3ccccc3)NS(=O)(=O)[C@H]3C[C@@H]4C=C[C@]23O4)c1	i	9	1	-0.2	-1	10	-1	11	-0.8
O=C(c1ccccc1)N1CCN(S(=O)(=O)N2CCCCC2)CC1	i	-7	4	0.2	-4	-2	-4	5	0.1
CC[C@@H](C)[C@@H]1CN([C@@H](CN2CCC[C@H]2CN2C(N)=NC[C@H]2C(C)C)C(C)C)C(=N)N1CCCC1CCCC1	i	-2	-2	-0.1	0	-12	-4	-6	-0.8
C/C(=N\NS(=O)(=O)c1ccc(C)cc1)c1ccc(Br)s1	i	0	-3	-0.9	-4	7	-4	-7	2.0
C=CCNC(=O)CSc1nnc(-c2ccncc2)n1CCc1ccccc1	i	-13	0	-1.3	-4	-7	-13	0	1.8
Cc1nn(C)c(N)c1C(O)(c1nccn1C)C(F)(F)F (stereo not drawn)	i	-12	-2	0.1	0	-3	-1	-16	-0.7
CC1CCN(c2[nH]c(=S)c(C#N)c3c2CCCC3)CC1	i	-8	-3	-0.1	2	20	-2	3	-1.2
CCCCN(CC)CCNC(=O)CCC(=O)Nc1ccc2nc(N3CCN(C)CC3)cc(C)c2c1	.	-1	-6	-0.5	1	-4	-2	-1	0.8
O=C(C1=NN[C@@H]2C(=O)N(Cc3ccccc3)C(=O)[C@H]12)c1ccc(F)cc1	i	-1	2	2.0	2	-7	-3	7	1.4
CCCc1c(C)[nH]c2ccc(NC(C)=O)cc2c1=O	i	1	-4	-0.7	7	-6	-2	6	0.9
COc1ccc([C@@H]2[C@@H]3C(=O)N(C(C)(C)C)C(=O)[C@@H]3[C@]3(Cc4ccccc4)C(=O)N(c4cccc(Cl)c4)C(=O)N23)cc1	i	-2	2	-0.4	0	79*	-9	4	0.3
O=C(Cn1cnc2c(cnn2-c2ccc(F)cc2)c1=O)OCc1ccccc1	i	2	3	-0.8	4	-8	-2	-5	-0.4
Cc1ccc(C)n1-n1cnc2sc3c(c2c1=O)CCC3	i	2	-2	-0.6	4	-2	-2	-8	2.5
C=CC[C@H](CC(=O)N(CCO)Cc1ccccc1)C(=O)N[C@H](C)COC(=O)[C@@H](CC=C)Cc1ccc(F)cc1	i	-14	3	-0.3	0	1	-3	4	-0.1
COC(=O)[C@@]1(Sc2ccc(OC)cc2)CC(=O)N[C@@H]1c1ccccc1	i	-7	.	-1.5	-6	-9	-11	.	0.4
CCCn1nnc(NC(=O)COc2ccc(CC)cc2)n1	i	0	-4	-0.1	-3	-2	1	-3	0.2
Cc1cc[n+](-c2[nH]c(=O)sc2/C=N/N=C(\[O-])c2ccncc2)cc1	i	13	-2	0.1	-5	-3	-6	41*	13*
CSc1ccccc1NC(=O)c1cccc(S(=O)(=O)N2CCN(C)CC2)c1	i	2	0	-0.3	5	-5	-3	3	0.9
COc1ccc(C)cc1NC(=O)C(Sc1nnc(Nc2ccccc2F)s1)c1ccccc1 (stereo not drawn)	i	7	1	-0.8	1	25	-10	-8	0.7
COc1ccc(N(C)C(=O)c2cc3c(s2)-c2ccccc2S(=O)(=O)C3)cc1	i	-8	-3	-1.1	7	47	-9	12	1.0
O=c1c2ccccc2oc2ccc(C#CC3(O)CCCCC3)cc12	i	-2	0	-0.2	2	15	-2	-3	0.2
CC(C)(C)c1ccc(OC(=O)c2cccnc2)cc1	i	2	0	-0.1	-3	2	-1	-8	-1.2
COC(=O)c1ccc(C)c(-n2c(=O)n(Cc3ccccc3)c(=O)c3[nH]cnc32)c1	i	-4	1	-0.5	2	-6	-2	-5	-0.6
Cc1cc(C)c(S(=O)(=O)N2CCOC2CNC(=O)C(=O)NCc2cccnc2)c(C)c1 (stereo not drawn)	i	-8	-1	0.0	2	-4	1	-11	-0.9
Cc1cccc(Nc2ccncc2S(N)(=O)=O)c1	i	20	0	0.7	-1	-4	0	0	-0.2
COc1ccccc1CN1Cc2cccc3c2[C@@H](CC1=O)[C@H](O)[C@H](O)C3	i	1	1	-0.1	2	-13	-1	7	0.3
O=C1CCCCC(=O)c2ccccc2N1	i	0	2	0.6	-2	-7	-3	-3	-0.4
O=C(CN1CCSc2ccccc21)NCCCc1ccccc1	i	6	-2	-1.1	-1	9	-8	8	0.3
O=C(NC1CC2CCC(C1)N2C(=O)NCc1ccccc1)NC12CC3CC(CC(C3)C1)C2 (stereo not drawn)	i	11	-3	0.1	0	-3	-1	-10	1.6
COC(=O)c1[nH]c2cccc(OC)c2c1NC(=O)CN1CCOCC1	.	1	-3	-1.2	0	-6	4	-13	1.7
Cc1cccc(CN2CCC(Oc3ccc(C(=O)N4CCCCC4)cc3)CC2)c1	i	7	5	0.3	3	0	-4	4	0.4
CCOC(=O)N1CCN(C(=O)COc2cccc3c2CCN(Cc2ccc(F)cc2)C3=O)CC1	i	-6	-5	-0.3	-14	-7	-1	8	-0.8
O=[N+]([O-])c1ccc2[nH]c(O)c(N=NC(=S)NCC3CCCO3)c2c1 (stereo not drawn)	i	3	-7	-0.7	-3	3	-3	17	-0.6
OCc1nc2ccccc2n1CC(O)COc1ccccc1 (stereo not drawn)	i	-3	-1	-0.2	5	-6	-2	-2	-0.3
CC(C)C[C@H]1CN([C@@H](CC(C)C)CN2CCCC2CN2C(=S)NC[C@@H]2Cc2ccc(O)cc2)C(=S)N1CC1CCCCCC1 (stereo partly drawn)	i	1	-3	0.2	7	-130	-2	3	0.0
CC(=O)C[C@@H](O)CC(=O)[C@H]1OC(=O)CCCCCCCCc2ccccc21	i	-3	2	-0.3	0	-1	-5	-17	0.1
Cn1nnnc1SCc1ccc([N+](=O)[O-])cc1	i	3	3	-0.9	1	-5	-7	2	-0.2
Cc1ccccc1CSCC(=O)NC1CCCC1	i	-6	0	-1.0	-1	-6	1	2	.
O=C(COC(=O)c1ccccc1C(=O)OCC(=O)NCCc1c[nH]c2ccccc12)NCCc1c[nH]c2ccccc12	i	32*	3	-0.3	-2	9	-3	-18	-0.1
CC(C)(C)OC(=O)N1CCC(c2c(C(=O)NCC3CCN(C4CCCC4)C3)cnn2-c2ccccc2Cl)CC1 (stereo not drawn)	i	8	-2	0.3	-2	-2	-1	-40	-1.3
COC(=O)C1=CO[C@@H](O[C@@H]2O[C@H](CO)[C@@H](O)[C@H](O)[C@H]2O)C2C1CC(O)O[C@H]2C (stereo partly drawn)	i	-4	2	-0.2	4	-9	2	-11	-0.4
CCOC(=O)CSc1nnc(CNC(=O)c2ccc(OC)c(OC)c2)n1C	i	6	-1	0.2	3	-8	0	-4	0.8
CCC(=O)Nc1c2c(nn1-c1ccc(C)cc1)CS(=O)(=O)C2	i	-6	3	0.3	4	-8	-3	-1	.
Cc1ccc([N+](=O)[O-])cc1S(=O)(=O)NCCc1c(C)[nH]c2c(C)cccc12	i	-5	-1	-0.5	-14	7	-2	18	1.7
CCOC(=O)c1c(NC(=O)C2Cc3ccccc3C(=O)O2)sc2c1CCCC2 (stereo not drawn)	i	-5	2	-1.4	2	3	-15	10	-0.5
